POLB inh: inhibitors of human DNA polymerase beta; P06746; Pol beta primer extension/strand displacement, fluorescence kinetic; hit rate 1.3% among 340,000; Potency, µM (highest dose often 114 µM), inactives show top-dose activity change, negative = inhibition, hits mostly inhibitors; also: potency is read from the fitted curve at half-maximal effect; % is scaled to controls: 0 for no effect and ±100 for the full control effect
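Values derive from four-parameter Hill fits of normalized kinetic data: reads at 0 and 10 min following addition of 50 nM substrate to 10 nM Pol beta preincubated 15 min with compound.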
ERG Ets-DNA blk: blocks human ERG Ets domain binding to DNA. P11308. fluorescence polarization, His-ERG Ets domain / labelled DNA. Potency, µM (highest dose often 76.9 µM), inactives show at the highest dose FP activity, negative = inhibition, hits mostly inhibitors. hit rate 0.028% among 370,000; active = well fitted inhibition curve with a large enough effect in the polarisation, with a control signal flat; inconclusive = small, poorly fitted or top-dose-only effect, or effect the other way, or a change in a side signal; inactive = no such curve, though single readings can be large or run the other way; the % refers to the polarisation;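 also: polarization taken with two DNA probes labelled with fluorescein and Texas red; potency is read from the fitted curve at half-maximal effect; % of control where 0% means no effect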
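His-tagged ERG Ets domain (1 uM in the protein solution; 300mM KCl, 50mM Tris-HCl, 1mM EDTA, 1mM DTT, pH 7.5) received compound, then a probe mix of 5 nM fluorescein-DNA and 100nM Texas-615-DNA. Fluorescence polarization was read for both dyes.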
POLK inh: inhibitors of human DNA polymerase kappa; purified Pol kappa, fluorescent DNA synthesis assay, 10 min; Potency, µM (series often up to 107 µM), without a hit: top-dose activity, negative = inhibition, actives largely listed as inhibitors; hit rate 0.53% among 400,000; also: potency is read from the fitted curve at half-maximal effect; % is scaled to controls: 0 for no effect and ±100 for the full control effect
Target sequence (Q9UBT6 whole entry, looked up): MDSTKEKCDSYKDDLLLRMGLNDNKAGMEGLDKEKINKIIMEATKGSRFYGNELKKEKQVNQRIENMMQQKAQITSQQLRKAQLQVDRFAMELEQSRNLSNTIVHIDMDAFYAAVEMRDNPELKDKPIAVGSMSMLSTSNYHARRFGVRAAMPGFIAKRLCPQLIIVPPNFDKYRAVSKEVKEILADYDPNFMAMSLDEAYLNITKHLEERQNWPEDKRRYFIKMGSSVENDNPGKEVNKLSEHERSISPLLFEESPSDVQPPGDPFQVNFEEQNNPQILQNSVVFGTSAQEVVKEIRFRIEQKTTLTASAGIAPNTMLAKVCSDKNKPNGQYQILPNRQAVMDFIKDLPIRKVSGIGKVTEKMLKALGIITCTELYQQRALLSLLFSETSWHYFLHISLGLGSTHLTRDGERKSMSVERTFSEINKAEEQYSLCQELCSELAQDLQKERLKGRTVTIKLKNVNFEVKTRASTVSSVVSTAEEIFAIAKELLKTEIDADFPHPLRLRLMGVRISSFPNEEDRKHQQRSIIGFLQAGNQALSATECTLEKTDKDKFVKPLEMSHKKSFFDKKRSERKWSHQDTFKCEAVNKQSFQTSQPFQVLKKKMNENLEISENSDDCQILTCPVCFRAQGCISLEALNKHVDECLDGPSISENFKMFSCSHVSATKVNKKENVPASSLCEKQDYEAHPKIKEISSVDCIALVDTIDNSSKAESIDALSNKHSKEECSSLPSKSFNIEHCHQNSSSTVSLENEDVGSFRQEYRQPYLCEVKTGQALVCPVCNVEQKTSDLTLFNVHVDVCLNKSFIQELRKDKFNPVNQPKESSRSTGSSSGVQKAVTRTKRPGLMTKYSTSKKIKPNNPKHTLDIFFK
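Readout: fluorescence, taken kinetically at 0 and 10 min. Conditions: 10 nM Pol kappa, 15 min RT compound preincubation, 50 nM substrate final. Controls: enzyme-free buffer wells.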
ALOX12 inh: blocks human arachidonate 12S-lipoxygenase. P18054. purified 12hLO, xylenol orange hydroperoxide absorbance. Potency, µM (top dose mostly 108 µM), without a hit: at the highest dose activity change, negative = inhibition, hits mostly inhibitors. hit rate 1.1% among 580,000. AID 1671190; also: potency is read from the fitted curve at half-maximal effect; % is scaled to controls: 0 for no effect and ±100 for the full control effect
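Purified human 12hLO at 150 nM in 25 mM Hepes, 0.01% Triton X-100, pH 7.0, preincubated 15 min at room temperature with compound. Reaction started with 40 uM arachidonic acid, 30 min at room temperature. Hydroperoxide measured by Fe-xylenol orange, 573/405 nm absorbance ratio.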
APEX1 inh: blocks human APE1 abasic DNA cleavage; hit rate 0.35% among 350,000; Potency, µM (titrated, usually from 65.8 µM), for the others: top-dose activity change, negative = inhibition, hits mostly inhibitors; P27695; recombinant APE1, TAMRA/BHQ-2 abasic DNA cleavage fluorescence;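 also: potency is read from the fitted curve at half-maximal effect; plate controls were vehicle for no effect and reference inhibitor for full effect; nearly all actives have a fitted effect of over 55% in size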
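Compound pre-exposure to 0.75 nM APE1, 15 min at ambient temperature. Reaction initiated with 50 nM TAMRA/BHQ-2 THF substrate, read immediately in kinetic mode, 525 nm excitation, 598 nm emission.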
Pol iota inh: blocks human DNA polymerase iota activity | Pol iota fluorescent replication assay, 10 min | Potency, µM (series often up to 115 µM), for inactives: top-dose activity, negative = inhibition, usual class: inhibitors | hit rate 1% among 390,000 | Q9UNA4; also: potency is read from the fitted curve at half-maximal effect
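Fluorescent replication assay read twice, at 0 min and 10 min after adding 50 nM (final) substrate. Enzyme (10 nM) and compounds were first incubated 15 min at room temperature; enzyme-free buffer wells were negative controls.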
TRHR ag: agonists of human TRH receptor. hit rate 0.18% among 360,000. P34981. TRHR cells, calcium flux fluo-8, FDSS agonist mode. activation, % at 2 µM; in the data active = activation above about 30%; also: 0% is about no effect
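In this calcium-flux screen, cells bearing human TRHR are dye-loaded with fluo-8, baselined for 10 cycles, then exposed to library compounds; positive kinetic calcium responses during the agonist phase mark hits, with TRH as control.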
BLM helicase inh: Bloom syndrome helicase (human) inhibition. P54132. recombinant BLM DNA unwinding, fluorescence dequenching. Potency, µM (titrated, usually from 56.1 µM), without a hit: at the highest dose activity change, negative = inhibition, actives largely listed as inhibitors. hit rate 0.2% among 350,000. AID 2528;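 also: potency is read from the fitted curve at half-maximal effect; plate controls were vehicle for no effect and no enzyme for full effect; nearly all actives have a fitted effect of over 35% in size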
Apoferritin bind: binds horse apoferritin like a general anesthetic; Potency, µM (top dose mostly 77.5 µM), for the others: at the top dose activity change, negative = displacement, hits mostly inhibitors; hit rate 0.074% among 350,000; apoferritin/1-aminoanthracene competitive binding, fluorescence; P02791; also: potency is read from the fitted curve at half-maximal effect; % is scaled to controls: 0 for no effect and ±100 for the full control effect; nearly all actives have a fitted effect of over 20% in size
Target sequence (P02791 2-175 limits assumed): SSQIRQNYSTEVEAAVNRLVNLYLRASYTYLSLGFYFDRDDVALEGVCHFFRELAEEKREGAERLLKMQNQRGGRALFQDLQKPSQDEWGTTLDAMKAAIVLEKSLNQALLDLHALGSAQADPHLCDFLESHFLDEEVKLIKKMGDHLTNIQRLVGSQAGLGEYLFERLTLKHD
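Read-out: endpoint 1-AMA fluorescence, excitation 380 nm and emission 535 nm, after compounds sit 10 min at room temperature with 10 uM horse-spleen apoferritin in 50% saturated 1-AMA/PBS. Values come from four-parameter Hill fits.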
* hit, by the source's call; ? = inconclusive; / = not tested or not shown; & = joins results of further samples; [ ] = dose if it differs, or a comment. Unless noted, calls follow the shape of the dose curve; as a rule, active = well fitted curve in the direction sought with a large enough effect; inconclusive = small, poorly fitted or top-dose-only effect, or another doubt; inactive = no such curve, though single readings can be large; an effect the other way counts as inactive or inconclusive. This is a subset. The share of hits here may be higher or lower than overall.

mol | POLB inh | ERG Ets-DNA blk | POLK inh | ALOX12 inh | APEX1 inh | Pol iota inh | TRHR ag | BLM helicase inh | Apoferritin bind
Cc1c(C(=O)N2CCOCC2)c(S(=O)(=O)Nc2ccc(F)cc2)c(C)n1C | 3.5% | 3.2% | 0.5% | 6.9% | 13.7% | 14.4% | 0.0 | 2.6% | -6.8%
CC(=O)c1cccc(Nc2nc(-c3cccnc3)cs2)c1 | 5.1% | 14.6% | -12.0% | -13.9% | -16.0% | -3.7% | -1.4 | 0.5% | -22.2%
CC(C)(C)NC(=O)c1cc(-c2ccccc2)n[nH]1 | 1.7% | -1.2% | 2.6% | 0.5% | -2.9% | 120.9%[activator] | -0.6 | -0.9% | -23.3%
COc1ccc(CN(C)c2ncnc(N)n2)cc1 | 6.2% | -4.7% | -16.2% | 421.2%[activator] | 2.4% | 6.1% | 0.1 | -3.3% | -0.3%
COc1ccc(Nc2nccc3c2ncn3C)cc1 | / | -1.7% | -14.2% | -4.3% | / | -10.7% | / | / | /
COc1ccccc1CNC(=O)Cc1c(C)c2c(cc(C)c3c(C)c(C)oc32)oc1=O | 10.0% | 2.2% | -8.0% | -25.3% | / | 9.9% | -0.3 | 1.7% | -4.0%
CC(C)NC(=O)c1onc(CSc2cccc(F)c2)c1C(=O)O | -2.4% | 0.3% | -1.6% | -13.2% | -3.9% | 23.3% | 0.3 | 4.3% | -5.6%
CCc1cccc(C)c1NC(=O)COC(=O)c1ccc2c(c1)S(=O)(=O)c1ccccc1C2=O | 1.1% | -3.6% | -9.9% | -5.0% | 0.8% | 18.0% | -0.6 | -1.4% | -14.5%
CCOC(=O)CNS(=O)(=O)c1cc(-c2nn(C)c(=O)c3ccccc23)ccc1C | 35.5µM* | 7.4% | ? | ? | 35.5µM* | 25.1µM* | / | 1.2% | -19.2%
Cc1ccc2oc(-c3cccc(NC(=S)NC(=O)/C=C/c4ccco4)c3)nc2c1 | 44.7µM* | 15.7% | ? | ? | -2.5% | ? | 0.0 | -13.3% | ?
CCCCCCC(=O)N=Nc1c(O)[nH]c2ccc([N+](=O)[O-])cc12 | ? | -8.4% | -5.7% | -5.0% | 19.9% | 34.4%[activator] | 1.1 | -16.0% | 1.5%
O=C(/C=C/c1ccc([N+](=O)[O-])cc1)NNC(=O)C1CC1 | 19.6% | -20.1% | 3.6% | 2.7% | -3.4% | 71.1%[activator] | -0.7 | 0.1% | -0.2%
COc1ccc(N2CCN(Cc3cc(=O)oc4ccc5ccccc5c34)CC2)cc1 | 3.2% | 8.8% | 7.1% | 30.8%[activator] | -6.9% | 0.8% | -0.3 | -0.9% | -15.1%
Cc1ccc(SCC(=O)Nc2ccc3oc(-c4ccc(F)cc4)nc3c2)cc1 | ? | -5.0% | -0.3% | -11.3% | / | 52.0%[activator] | 0.9 | -8.1% | -5.5%
CCC(Sc1nc2ccncc2[nH]1)C(=O)Nc1cc(Cl)ccc1C (stereo not drawn) | 0.0%&22.4% | -8.6%&10.5% | -0.4%&-2.8% | 35.3%&4.2%&-14.7%[activator] | 32.9% | 18.6%&36.1% | -0.4&-1.3 | -1.1%&-1.9% | ?
COc1ccc(C(=O)c2ccc(OC)c3cccc(O)c23)cc1OC | -4.9% | -0.4% | -16.7% | 74.9%[activator] | -8.3% | 23.2% | 0.6 | -4.1% | ?
COc1ccc(CC(=O)NCCN2CCCC2)cc1 | -1.2% | -11.6% | -18.3% | 6.3% | -4.1% | 1.1% | 2.5 | 2.0% | -8.9%
CCOC(=O)c1cc(C#N)c(SCc2ccc(C#N)cc2)nc1C | 22.1% | -1.7% | -7.7% | -13.7% | -2.6% | -7.5% | 0.6 | -5.2% | -16.9%
CCCC1CCC(C2=N/C(=C\c3ccc(OC)c(OC)c3)C(=O)O2)CC1 (stereo not drawn) | 0.2% | 2.2% | -5.2% | ? | 4.7% | 13.4% | 0.2 | -4.4% | -14.0%
COc1cc(/C=C(\C#N)c2nc3c(s2)CCCC3)ccc1O | ? | / | / | / | 7.8% | / | 39.6* | -8.8% | -14.3%
CCOC(=O)c1c(NC(=O)COc2ncnc3ccccc23)sc(C)c1CC | -16.6% | 0.0% | -2.6% | -29.0% | -2.3% | 2.6% | 0.4 | -10.3% | -17.5%
CCCCC1=CC2=CC(=O)C(C)(OC(=O)CC)C(=O)C2=CN1CCN1CCOCC1 (stereo not drawn) | 8.8% | -0.8% | 2.6% | / | -1.4%[12.4 µM] | 77.1%[activator] | 0.8 | -6.2%[12.4 µM] | -12.4%
O=C(C1CCN(C2CCN(C/C(Cl)=C/c3ccccc3)CC2)CC1)N1CCOCC1 | -1.7% | 3.6% | -1.8% | -4.5% | -3.6% | 11.4% | -2.9 | 1.7% | -8.9%
CCc1ccc(OCCNC(=O)c2ccc(S(=O)(=O)N(C)C)cc2)cc1 | 20.6% | -5.7% | -8.6% | -21.5% | 11.2% | -14.2% | -0.7 | -3.7% | -10.9%
Cc1cc(C)nc(-n2ncc3c2CC(c2ccccc2C)CC3=O)n1 (stereo not drawn) | 16.0% | 2.7% | -2.9% | 7.3% | -1.6% | -14.9% | -0.8 | 2.5% | -9.5%
COC(=O)C(C)NC(=O)C1CCCN1S(=O)(=O)c1cc(C)c(Cl)cc1C (stereo not drawn) | ? | -2.3% | -8.1% | 3.1% | 2.2% | 9.3% | -0.7 | -1.5% | -8.2%
O=C(O)CCCCCNc1ccc2nsnc2c1[N+](=O)[O-] | 44.0% | 11.0% | -12.0% | -15.6% | -3.2% | 25.5% | -1.3 | -5.3% | 1.6%
CNc1nc(C)c(C(=O)c2ccc(Cl)cc2)s1 | -18.9% | 5.2% | -7.5% | 0.0% | -3.2% | 6.4% | -0.6 | -1.7% | -11.4%
COc1cc(NC(=O)c2cccc(Cl)c2)ccc1NC(=O)c1cccs1 | ? | -2.5% | -14.4% | 6.9% | -5.8% | 4.8% | -0.4 | -10.7% | -8.7%
CCOC(=O)COc1ccc2c(c1)C(=O)CC(C)(c1cccnc1)O2 (stereo not drawn) | 0.3% | 3.7% | -0.1% | 18.2% | -1.7% | 30.9%[activator] | -0.4 | -6.5% | 212.5%[activator]
COc1ccc(C=C(C#N)C#N)c(CSc2ccccn2)c1 | 10.6% | 2.9% | -3.4% | -25.1% | 10.9% | 4.3% | -0.5 | -7.8% | ?
Cc1ccccc1Nc1nnc(-c2ccc(C)c(S(=O)(=O)N3CCCCC3)c2)c2ccccc12 | -20.8% | -1.7% | -10.9% | -7.7% | / | -1.1% | 0.2 | -2.6% | 26.2%
COc1ccc(/C(C)=N/NC(=O)C2C3CCCCC32)c(OC)c1 (stereo not drawn) | 57.7% | 8.9% | 9.4% | 6.6% | 2.5% | 52.5%[activator] | -0.7 | -2.8% | -12.2%
CCOC(=O)c1ccc(OC(=O)c2cn(-c3cccc(OC)c3)c(=O)c3ccccc23)cc1 | 11.0% | -4.1% | -6.3%[60.1 µM] | ? | / | 5.6% | 1.3 | -4.5% | -7.0%
COc1ccccc1CC(=O)Nc1nc(-c2ccc(F)c(F)c2)cs1 | 0.5% | 1.2% | -7.7% | -7.8% | 17.3% | 72.2%[activator] | -0.9 | -8.9% | 8.2%
CC1CC(C)CN(CCCNC(=O)c2ccc3c(c2)NC(=O)CS3)C1 (stereo not drawn) | 4.0% | -0.8% | -2.5% | -24.6% | 13.4% | 16.3% | 1.2 | 0.3% | -5.4%
CC(C)(C)c1nc(Sc2ncccc2[N+](=O)[O-])n[nH]1 | 5.3% | -7.5% | 7.2% | ? | 3.9% | 15.5% | 0.2 | -0.7% | 2.3%
CC(C)C(N)C(=O)OCCOCn1cnc2c(=O)[nH]c(N)nc21 (stereo not drawn) | / | / | -6.8%[60.1 µM] | / | 4.0% | / | / | -7.6% | 5.6%
COC(=O)c1sccc1NC(=O)CSCC(=O)O | -25.4% | -0.2% | -17.3% | 4.0% | -3.6% | 13.3% | 0.3 | -0.4% | 1.1%
Cc1cccc(NC(=O)C2CCN(S(=O)(=O)c3cccc4cccnc34)CC2)n1 | 0.0% | -6.6% | -11.1% | -7.0% | 0.4% | 2.3% | -0.5 | 1.8% | -13.3%
CC(=O)c1sc(Nc2cccc3ccccc23)nc1C | / | 9.3% | -12.9% | ? | / | ? | / | / | /
COc1ccc(CNC(=O)CSc2nc3ccsc3c(=O)n2Cc2ccccc2Cl)cc1 | 36.2% | -0.5% | 0.0% | -15.9% | / | -22.4% | 0.1 | -4.4% | -5.6%
CCC(C)N1CCN(S(=O)(=O)c2ccc3ccccc3c2)CC1 (stereo not drawn) | 2.5% | -2.1% | 2.8% | -94.7% | -4.5% | 20.0% | 0.0 | 2.4% | -6.6%
Cc1sc(NC(=O)c2ccccc2)c(C(c2ccccn2)N2CCN(CCO)CC2)c1C (stereo not drawn) | 8.1% | -6.4% | 0.6% | 11.7% | 4.0% | 9.5% | -0.3 | -6.8% | 8.0%
O=c1c2c(nc3cc(-c4cccc(F)c4)[nH]n13)CCC2 | -17.9% | -4.9% | -13.0% | -3.6% | -8.1% | 44.4%[activator] | -0.4 | 0.5% | -6.8%
Cc1ccc(NC(=O)c2cccs2)cc1[N+](=O)[O-] | 21.5% | 4.3% | -21.4% | ? | 17.7% | 108.5%[activator] | 0.2 | -5.7% | -14.6%
COc1cccc(CN2CCCN(CC(=O)Nc3ccc4c(c3)OCCO4)S2(=O)=O)c1 | 5.7% | 9.7% | -11.0%[60.1 µM] | ? | / | 34.7%[activator] | -1.2 | -5.2% | -13.4%
COc1ccc(-c2coc3cc(O[C@@H]4O[C@H](CO)[C@@H](O)[C@H](O)[C@H]4O)c(OC)cc3c2=O)cc1 | / | 6.8% | -5.0% | 17.1% | -1.3% | 1.8% | / | / | /
Cc1noc(C)c1S(=O)(=O)N1CCCC(C(=O)N2CCN(C3CCCCC3)CC2)C1 (stereo not drawn) | 0.4% | -7.5% | -17.8% | 51.4%[activator] | -4.0% | -4.2% | 0.3 | 4.7% | 0.1%

Source: PubChem BioAssay
